High-throughput results from PubChem.
aGlu spleen mod – inhibits or activates alpha-glucosidase in human spleen homogenate; P10253; AID 2112; 240,000 compounds, 0.006% hits; Potency, µM (top dose mostly 79.9 µM), for inactives: top-dose activity change, negative = inhibition, usual class: inhibitors; human spleen homogenate, 4-MU-alpha-glucoside fluorescence;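 also: 0% = enzyme with vehicle and -100% = no enzyme basal signal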
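Enzyme source: human spleen homogenate, 1 ug/well. Buffer 50 mM citric acid/K phosphate pH 5.0, 0.01% Tween-20. 4-MU-alpha-glucoside 1 mM; 37 C x 40 min; NaOH/glycine stop; fluorescence.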
ALDH1A1 inh – inhibitors of human aldehyde dehydrogenase 1A1 | P00352 | Purified ALDH1A1, NADH fluorescence, propionaldehyde substrate | Potency, µM (titrated, usually from 75.3 µM), for the others: top-dose activity, negative = inhibition, usual class: inhibitors | 220,000 compounds, 7.3% hits | AID 1030; active = well fitted inhibition curve with a large enough effect, not every such curve was filed as active; inconclusive = small, poorly fitted or top-dose-only effect, or another doubt; inactive = no such curve, though single readings can be large or run the other way;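 also: plate controls were no enzyme wells and a reference inhibitor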
Target sequence (P00352 whole entry, looked up): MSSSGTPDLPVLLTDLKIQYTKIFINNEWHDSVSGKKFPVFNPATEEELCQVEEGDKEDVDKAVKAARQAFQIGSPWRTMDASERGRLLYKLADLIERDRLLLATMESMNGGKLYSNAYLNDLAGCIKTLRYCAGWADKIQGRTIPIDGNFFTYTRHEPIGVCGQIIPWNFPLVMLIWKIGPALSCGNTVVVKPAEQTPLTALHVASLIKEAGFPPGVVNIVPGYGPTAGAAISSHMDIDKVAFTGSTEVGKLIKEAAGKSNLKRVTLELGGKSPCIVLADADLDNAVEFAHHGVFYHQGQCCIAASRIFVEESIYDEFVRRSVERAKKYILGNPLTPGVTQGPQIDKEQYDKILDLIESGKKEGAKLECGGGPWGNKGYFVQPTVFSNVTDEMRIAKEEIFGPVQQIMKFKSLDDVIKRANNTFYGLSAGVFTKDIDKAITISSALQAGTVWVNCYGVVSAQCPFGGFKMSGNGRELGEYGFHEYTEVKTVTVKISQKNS
aGal spleen mod – inhibits or activates alpha-galactosidase in human spleen homogenate; P06280; human spleen homogenate, 4MU-alpha-Gal fluorescence, 40 min; Potency, µM (series often up to 80 µM), inactives show at the highest dose activity change, negative = inhibition, most hits filed as inhibitors; 240,000 compounds, 0.008% hits;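 also: 0% = enzyme with vehicle and -100% = no enzyme basal signal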
Target sequence (P06280 32-429 limits assumed): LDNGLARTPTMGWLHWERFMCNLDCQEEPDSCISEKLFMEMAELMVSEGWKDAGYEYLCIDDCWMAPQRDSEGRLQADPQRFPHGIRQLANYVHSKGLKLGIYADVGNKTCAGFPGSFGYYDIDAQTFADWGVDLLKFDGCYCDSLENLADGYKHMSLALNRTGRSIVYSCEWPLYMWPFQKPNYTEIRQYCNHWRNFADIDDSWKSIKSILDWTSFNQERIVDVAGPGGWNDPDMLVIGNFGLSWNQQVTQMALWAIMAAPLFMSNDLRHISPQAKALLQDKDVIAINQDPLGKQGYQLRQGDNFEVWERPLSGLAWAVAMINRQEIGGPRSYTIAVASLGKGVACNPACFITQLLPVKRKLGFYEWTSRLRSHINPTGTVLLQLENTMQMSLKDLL
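Spleen homogenate 1 ug + cpd (titration) + 4-MU-alpha-D-galactopyranoside 1 mM; 37C 40 min; 50 mM citrate/phosphate pH 5.0, 0.01% Tween-20; stop pH 10; fluorescence 365/440; AC50 via Hill.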
Tau fluor counter – counter-screen for tau fibril formation inhibitors; 280,000 compounds, 0.93% hits; AID 1463; tau K18 P301L Alexa594 fluorescence, heparin fibrillization; Potency, µM (top dose mostly 57.7 µM), without a hit: at the top dose activity change, negative = decrease; also: % is scaled to controls: 0 for no effect and ±100 for the full control effect; nearly all actives have a fitted effect of over 55% in size
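Human tau K18 P301L (15 uM unlabeled, 0.24 uM Alexa 594-labeled) in 100 mM sodium acetate pH 7 with 20 uM heparin, 6 hr at 37 C. ThT 30 uM added, 1 hr ambient; Alexa 594 FP and total fluorescence read at 555/632 nm.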
Epigenetic derep – derepresses silenced GFP reporter in murine cells; murine LDR cells, GFP reporter derepression, 30 h; Potency, µM (series often up to 53.9 µM), for the others: top-dose GFP activation, actives largely listed as activators; 280,000 compounds, 0.2% hits; also: % of control where 0% means no effect; nearly all actives have a fitted effect of over 60% in size
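GFP-positive cell count by laser-scanning cytometry (objects 20–120 um) after 30 h, 37 C compound exposure of murine LDR cells; reporter is CMV-GFP integrated at a silenced locus, inducible by HDAC or DNMT inhibitors.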
GAA glycogen mod – GAA glycogen-cleavage inhibition or activation | recombinant GAA, glycogen substrate, Amplex Red glucose oxidase fluorescence | Potency, µM (titrated, usually from 76.4 µM), without a hit: at the highest dose activity change, negative = inhibition, usual class: inhibitors | AID 2100 | P10253 | 300,000 compounds, 0.38% hits;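 also: 0% = full enzyme reaction and -100% = no-enzyme basal signal; the screen sought inhibitors and activators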
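Recombinant human alpha-glucosidase (4 nM final) hydrolysed bovine liver glycogen (30 ug) for 40 min at 37 C in pH 5.0 citrate/phosphate with 0.01% Tween-20. Released glucose detected by glucose oxidase/Amplex Red, Ex 573/Em 610 nm. Compounds up to 77 uM; AC50 from Hill fits.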
NPSR antag – neuropeptide S receptor (human) antagonism, cAMP | Q6W5P4 | AID 1461 | 220,000 compounds, 1% hits | Potency, µM (series often up to 38.3 µM), inactives show at the top dose activity change, negative = inhibition, hits mostly inhibitors | CHO-NPSR cells, cAMP TR-FRET, antagonist mode; also: % is scaled to controls: 0 for no effect and ±100 for the full control effect; nearly all actives have a fitted effect of over 50% in size; many of its hits are not listed in these tables
GAA inh – blocks human lysosomal alpha-glucosidase; P10253; purified human GAA, 4-MU-alpha-glucoside fluorescence; Potency, µM (top dose mostly 76.9 µM), inactives show at the top dose activity change, negative = inhibition, usual class: inhibitors; 200,000 compounds, 0.005% hits;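 also: plate controls were uninhibited enzyme wells for no effect and no-enzyme background for full effect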
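Activity normalized between no-enzyme (basal) and enzyme-only wells. Conditions: 4 nM human enzyme, 400 uM fluorogenic substrate, citrate/phosphate pH 5.0 with Tween-20, 20 min room temperature, compounds up to 77 uM.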
An asterisk follows results filed as active; ? = inconclusive; / = not tested or not shown; & = joins results of further samples; [ ] = remark or other dose. Unless noted, calls follow the shape of the dose curve; as a rule, active = well fitted curve in the direction sought with a large enough effect; inconclusive = small, poorly fitted or top-dose-only effect, or another doubt; inactive = no such curve, though single readings can be large; an effect the other way counts as inactive or inconclusive. Potency is read from the fitted curve at half-maximal effect. A portion of the library, so the mix of outcomes need not match the whole.

SMILES	aGlu spleen mod	ALDH1A1 inh	aGal spleen mod	Tau fluor counter	Epigenetic derep	GAA glycogen mod	NPSR antag	GAA inh
Nc1nc(NCCCN2CCOCC2)nc(NCc2ccccc2)c1[N+](=O)[O-]	-1%	5%	0%	-15%	1.1%	5%	33%	-2%
CC(C)CC(c1nnnn1C1CCCC1)N1CCC(C(N)=O)CC1 (configuration not stated)	/	22µM*	-1%	6%	1.1%	5%	3%	-5%
CC1NC(=O)NC1CCCCC(=O)O (configuration not stated)	-2%	3%	-6%	-7%	-7.2%	5%	5%[46.1 µM]	-5%
Cc1ccccc1Cn1nc(C)c(NC(=O)c2cc3nc(-c4ccco4)cc(C(F)(F)F)n3n2)c1C	-2%	?	5%	-12%	-0.9%	-5%	-14%[46.1 µM]	?
COC(=O)c1ccc(C(NC(=O)OCc2ccccc2)/C(F)=C/[C@@H](C)C(=O)NCc2ccc(OC)c(OC)c2)cc1 (some centres not stated)	-1%&-4%	?	-1%&-2%	-13%&-25%	-1.3%&0.7%	1%	2%	-7%
CN(C)/C=C/C(=O)c1ccncc1	-10%	3%	3%	-5%	-0.5%	-9%	15%	6%
COc1ccc(C(C)=O)cc1CSc1nnc(Nc2ccc(C)cc2)s1	-10%	?	-6%	?	-1.6%	2%	-10%	-1%
CCN(CCO)Cc1csc2cc(C)ccc12	-5%	-5%	-3%	-6%	0.0%	3%	28%	4%
CCOc1ccc(OCCCC(=O)Nc2nc3ccccc3[nH]2)cc1	-7%	2%	-11%	-17%	2.2%	9%	9%	-6%
O=C(NC(=S)Nc1ccccc1N1CCOCC1)c1ccc(-c2ccccc2F)o1	-1%	/	5%	?	0.5%	-7%	-17%	/
CC1(C)S[C@@H]2[C@H](NC(=O)[C@@H](N)c3ccccc3)C(=O)N2[C@H]1C(=O)O[C@H]1OC(=O)c2ccccc21	1%[29.1 µM]	2.8µM*	15%[29.1 µM]	/	1.0%[16.9 µM]	/	/	/
Cc1ccc(S(=O)(=O)N2CCN(C(C)C(=O)N3CCCc4ccccc43)CC2)cc1 (configuration not stated)	-21%	9%	-1%	-12%	-1.1%	-12%	?	?
CCOC(=O)c1c(N)sn(-c2ccccc2)c1=S	-12%	-1%	-3%	-10%	0.0%	1%	-2%[46.1 µM]	-5%
CO/N=C/CC(=O)c1ccc(OC)cc1	1%	4%	3%	14%	-1.3%	-5%	11%	5%
Cc1ccc(/C=C(\NC(=O)c2ccccc2)C(=O)N2CCCC2C(=O)O)cc1 (configuration not stated)	5%	-1%	5%	6%	-0.4%	18%	10%	-2%
Cc1ccc2c(c1)N(C(C)C(=O)NCc1cccs1)C(=O)CO2 (configuration not stated)	0%	8%	3%	-5%	-1.1%	0%	2%	3%
CCOc1cnc(-c2c(-c3c(F)cccc3Cl)noc2C)o1	6%	?	8%	-19%	0.0%	6%	-18%	0%
CN(c1cccc(NC(=O)c2ccccc2N(C)S(C)(=O)=O)c1)S(C)(=O)=O	-8%	0%	-8%	2%	-2.1%	0%	2%[46.1 µM]	-6%
CCn1c(=O)c(C(=O)Nc2ccccn2)c(O)c2ccccc21	2%	2%	-1%	-9%	1.0%	20%	7%	7%
Cn1nc2c(c1C(=O)O)CCCC2	0%	-10%	1%	2%	0.0%	-3%	-5%[46.1 µM]	0%
COc1cccc(-n2c(SCC(=O)NC3CCCC3)nnc2-c2ccco2)c1	-4%	?	-2%	-6%	1.2%	6%	-6%[46.1 µM]	-13%
COCCNc1nc(C)c(C(C)=O)s1	-4%	?	0%	6%	-1.5%	4%	6%	1%
COC(=O)c1c2c(nc3ccccc13)CCC2	4%	?	1%	-5%	2.8%	1%	-10%[46.1 µM]	0%
OCCSc1nc(N2CCOCC2)nc(N2CCOCC2)n1	2%	10%	-4%	-6%	-0.3%	-3%	14%	-1%
O=C(NCC1CCCO1)c1cc(NS(=O)(=O)c2cccs2)cc(NS(=O)(=O)c2cccs2)c1 (configuration not stated)	-17%	-9%	5%	-5%	3.5%	3%	7%	-1%
CC(=O)Nc1nnc(S(N)(=O)=O)s1	-9%	-4%	2%	-7%&-2%&-12%	5.9%	4%	9%	0%[15.4 µM]
Clc1ccc(-c2nnc(SCc3nc4ccccc4s3)o2)cc1	2%	11%	3%	-20%	2.1%	-4%	-6%	5%
CCCC(=O)Nc1ccc(N2CCN(C(=O)c3cccs3)CC2)cc1	5%	16%	4%	-16%	-1.0%	-4%	-15%[46.1 µM]	12%
CCOC(=O)Nc1ccc2c(C)cc(=O)oc2c1	2%	?	6%	0%	0.0%	2%	2%[46.1 µM]	2%
CCCCn1c(-c2cccs2)nc2nc3ccccc3nc21	-10%	2%	1%	1%	6.7%	-1%	-23%[46.1 µM]	5%

Grouped by structure, the compounds so far containing fluorine (4)
SMILES	aGlu spleen mod	ALDH1A1 inh	aGal spleen mod	Tau fluor counter	Epigenetic derep	GAA glycogen mod	NPSR antag	GAA inh
Cc1ccccc1Cn1nc(C)c(NC(=O)c2cc3nc(-c4ccco4)cc(C(F)(F)F)n3n2)c1C	-2%	?	5%	-12%	-0.9%	-5%	-14%[46.1 µM]	?
COC(=O)c1ccc(C(NC(=O)OCc2ccccc2)/C(F)=C/[C@@H](C)C(=O)NCc2ccc(OC)c(OC)c2)cc1 (some centres not stated)	-1%&-4%	?	-1%&-2%	-13%&-25%	-1.3%&0.7%	1%	2%	-7%
O=C(NC(=S)Nc1ccccc1N1CCOCC1)c1ccc(-c2ccccc2F)o1	-1%	/	5%	?	0.5%	-7%	-17%	/
CCOc1cnc(-c2c(-c3c(F)cccc3Cl)noc2C)o1	6%	?	8%	-19%	0.0%	6%	-18%	0%

Following part
Screens in order – aGlu spleen mod | ALDH1A1 inh | aGal spleen mod | Tau fluor counter | Epigenetic derep | GAA glycogen mod | NPSR antag | GAA inh
CCc1nc2c(C#N)c(-c3ccc(Cl)cc3)ccn2n1
 : 10% | 3% | 1% | -1% | 0.0% | 9% | -16%[46.1 µM] | 2%
CCOC(=O)CNC(=O)C(=O)c1c(O)[nH]c2ccccc12
 : 0% | 0% | 0% | 4% | -1.1% | 5% | -16%[46.1 µM] | -1%
CCC(Oc1ccccc1)C(=O)NCc1ccc(S(N)(=O)=O)cc1 (configuration not stated)
 : 3% | 13% | 3% | -4% | -0.9% | 1% | 4% | -1%
Cc1[nH]c2ccccc2c1C(=O)C(=O)NCCc1ccc(S(N)(=O)=O)cc1
 : -1% | 13% | -1% | -1% | 1.0% | -7% | 12% | 7%
Cc1nnc(N/N=C/c2ccc(-c3ccc(Br)cc3)o2)n1N
 : 6% | 7.9µM* | 2% | ? | 4.1% | ? | -6% | 9%
COc1cc(-c2cccs2)cc(=O)c2c(C)oc(C)c12
 : 1% | ? | 4% | -19% | -1.1% | -6% | -29%[46.1 µM] | -7%[15.4 µM]
Cc1ccc(S(=O)(=O)CCC(=O)O)cc1C
 : 3% | 8.9µM* | 6% | -6% | -1.2% | 7% | 4%[46.1 µM] | 2%
COc1ccc2nc(NC(=O)c3cc(C)oc3C)sc2c1
 : -5% | -8% | -5% | -18% | 1.0% | 4% | -16% | -6%
CC1(C)C(=O)Nc2ccccc2N1C(=O)COC(=O)CCSc1ccccc1
 : -9% | ? | -9% | -18% | -1.0% | -6% | -11%[46.1 µM] | -7%
CC1(C)OC(C(O)(c2cc(F)c(F)c(F)c2)c2cc(F)c(F)c(F)c2)C(C(O)(c2cc(F)c(F)c(F)c2)c2cc(F)c(F)c(F)c2)O1 (configuration not stated)
 : 1%[17.4 µM] | 9%[13.5 µM] | -2%[17.5 µM] | -21%[11.6 µM] | 1.1%[10.1 µM] | / | / | /
CC(=C/c1ccc(C(C)C)cc1)/C=N/NC(=O)Cn1nc(C)cc1C
 : 5% | 4% | 7% | -11% | 0.0% | -2% | -36% | -3%
Cc1cccc2cc(CN(CCCO)C(=O)Nc3cccc(Cl)c3)c(=O)[nH]c12
 : -17% | 1% | -9% | -21% | -0.7% | -4% | -23%[46.1 µM] | -1%
Cc1c(CCO)c(=O)[nH]n1C(=O)c1ccc(F)cc1
 : -2% | 5% | 2% | -8% | -1.1% | -28% | -10%[46.1 µM] | 1%
c1ccc(COc2ccc(OCCCN3CCCC3)cc2)cc1
 : -1% | -11% | 4% | 1% | 0.9% | -5% | 5% | 0%
O=C(C1=C(O)C(=O)N(CCN2CCOCC2)C1c1ccccn1)c1cccs1 (configuration not stated)
 : -9% | 19µM* | -1% | -16% | -1.1% | -1% | -8%[46.1 µM] | -1%
Cc1ccc(NC(=O)Nc2nc(-c3ccc(C)s3)cs2)cc1
 : 4% | 25% | 11% | ? | -1.2% | 7% | -11%[46.1 µM] | 2%
O=C1N=C(N2CCOCC2)CS1
 : 1% | 0% | -5% | 2% | 0.0% | -2% | 1%[46.1 µM] | -4%
CCCCCC(=O)Nc1cccc(C2=NOC3(C2)C[C@@H](C(N)=O)N(C(=O)Cc2ccc([N+](=O)[O-])cc2)C3)c1 (some centres not stated)
 : -8% | / | 6% | -17% | -1.1% | -7% | 12% | /
Cc1ccc(S(=O)(=O)/N=C(/c2ccccc2)N2CCOCC2)cc1
 : -3% | 0% | -4% | 2% | -1.1% | 19% | -1% | 12%
CC(NC(=O)c1ccccc1Cl)c1nnc(SCC(=O)Nc2ccc(C(=O)O)cc2)n1C (configuration not stated)
 : 4% | -3% | 5% | 3% | 3.5% | 6% | -4%[46.1 µM] | 3%
